# Tat export inh: blocks Tat-dependent protein export in E. coli; E. coli MC4100 TorA-mCherry Tat export, fluorescence; inhibition, % at 10 µM; hit rate 0.036% among 340,000; AID 488895;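 active = mean replicate inhibition at least 50% and at least half of replicates individually reaching 50%; inconclusive = only one of the two criteria met; inactive = neither criterion met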;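 note: exported cargo escapes ClpAP degradation while cytoplasmic cargo is degraded and loses fluorescence; 0% = median of neutral control wells and 100% = median of NaSCN control wells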
# E coli growth: bacterial growth inhibition, counter-screen for AddAB inhibitors; E. coli V3065 growth, OD600 absorbance, 18 h; inhibition, % at 11.9 µM; hit rate 0.27% among 330,000;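 active = inhibition above the campaign's mean inhibition across all tested compounds plus 3 SD, cut at about 9.9% in these data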;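 note: uninfected addAB+ strain grown without phage in ampicillin broth; 0% = DMSO wells and 100% = ciprofloxacin 0.95 µg/ml wells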
# CAL PDZ FP-1: human CAL PDZ-peptide interaction inhibition | purified CAL PDZ, TMR-peptide fluorescence polarization, 1 h | AID 504414 | inhibition, % at 20 µM | Q9HD26 | hit rate 0.02% among 330,000;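 active = highest replicate inhibition of at least 40%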;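 note: plate controls were DMSO neutral control wells for no effect and unlabeled competitor peptide control wells for full effect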
#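 Test system: tagged CAL PDZ domain / Buffer or medium: sodium phosphate/NaCl buffer pH 7.4 with TCEP, IgG, Thesit / Reagent: TMR-labelled reporter peptide T*-PRC34 bound in PDZ groove / Compound dosing: single point, 20 µM / Schedule: 1 h incubation at room temperature before polarization reading / Technique: fluorescence polarization (mP) / Benchmarks: unlabelled peptide, DMSO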
# Wnt act: Wnt/beta-catenin pathway activation. activation, % at 9.35 µM. Wnt/beta-catenin reporter cell assay, activator, plate reader. hit rate 1.2% among 300,000. AID 743398; in the data active = activation above about 30%, passing the limit was not always enough; inconclusive = no clear call, values can overlap the other calls;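 note: 0% = neutral control wells and 100% = positive control wells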
# CAL PDZ FP-2: CAL PDZ (human) peptide binding inhibition. Q9HD26. purified CAL PDZ, TMR-peptide fluorescence polarization, 1 h. inhibition, % at 24.9 µM. hit rate 0.92% among 300,000. AID 602252;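 active = mean inhibition of at least 30% with at least half of replicates also reaching 30%; inconclusive = no clear call, values can overlap the other calls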;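 note: 0% = DMSO neutral control and 100% = excess unlabeled competitor peptide PRC23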
# SR-BI DiI-HDL act: enhances SR-BI lipid uptake from DiI-HDL. CHO ldlA[mSR-BI] cells, DiI-HDL uptake fluorescence, 3 h; 100 = double the neutral-control signal. activation, % at 12.5 µM. hit rate 0.096% among 320,000;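 active = mean replicate activation of at least 60% and every replicate at or above 60%; inconclusive = mean or all-replicate condition met, but not both; inactive = mean below 60% and not all replicates reaching 60%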;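 note: 0% = median plate neutral-control signal and 100% = twice that signal; values of inactives mirror those of a sister screen read the other way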
#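 Material: SR-BI-overexpressing, LDLR-lacking CHO cells | Dosing: Single compound concentration, delivered by pin transfer | Probe or stimulus: Labelled HDL, 10 µg/mL | Signal: Bottom-read cell fluorescence after medium removal, ex 550/em 595 nm | Schedule: 3 h, 37 °C | Evaluation: HDL uptake via cellular fluorescence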
# SR-BI HDL uptake: mouse SR-BI HDL lipid transfer inhibition | hit rate 0.96% among 320,000 | AID 488896 | inhibition, % at 12.5 µM | Q61009 | ldlA[mSR-BI] CHO cells, DiI-HDL uptake fluorescence, 3 h;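 active = mean replicate inhibition of at least 70% and a set share of replicates each scoring 70 or more; inconclusive = meets just one of the two criteria; inactive = fails both criteria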;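 note: 0% = median of neutral control wells and 100% = median of positive control wells; values of inactives mirror those of a sister screen read the other way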
# Target sequence (Q61009 whole entry, looked up): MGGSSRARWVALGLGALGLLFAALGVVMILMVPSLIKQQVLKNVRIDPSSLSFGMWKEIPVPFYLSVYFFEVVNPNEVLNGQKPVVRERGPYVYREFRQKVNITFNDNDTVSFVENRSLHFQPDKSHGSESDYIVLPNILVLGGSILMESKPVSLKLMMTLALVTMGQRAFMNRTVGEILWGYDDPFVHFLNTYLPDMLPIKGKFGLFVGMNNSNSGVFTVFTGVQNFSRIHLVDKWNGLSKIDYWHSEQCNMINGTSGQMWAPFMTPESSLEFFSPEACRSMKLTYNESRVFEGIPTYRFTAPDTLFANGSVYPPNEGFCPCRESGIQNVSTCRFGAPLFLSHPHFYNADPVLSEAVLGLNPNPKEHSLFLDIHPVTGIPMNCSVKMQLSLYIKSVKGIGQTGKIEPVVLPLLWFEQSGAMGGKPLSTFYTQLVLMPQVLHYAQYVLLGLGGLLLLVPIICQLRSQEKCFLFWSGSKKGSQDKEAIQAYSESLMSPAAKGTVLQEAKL
# MITF act: activators of MITF-driven TRPM1 promoter activity in SK-MEL-5 cells | hit rate 0.75% among 300,000 | SK-MEL-5 TRPM1-promoter luciferase, 24 h; % of positive control, neutral wells = 0 | activation, % at 12.5 µM;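 active = mean activation of at least 80% with every replicate also reaching 80%; inconclusive = mean reaches 80% but some replicate falls short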;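 note: 0% = neutral control wells and 100% = parthenolide positive control wells; values of inactives mirror those of a sister screen read the other way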
# phage Ecoli inh: E. coli growth loss with phage present; growth absorbance; inhibition, % at 11.9 µM; hit rate 0.26% among 360,000; AID 651602; in the data active = inhibition above about 11%
# AddAB inh: less growth of phage-infected E. coli with AddAB; E. coli expressing H. pylori AddAB, absorbance growth; inhibition, % at 11.9 µM; hit rate 0.29% among 330,000; AID 435030; in the data active = inhibition above about 12%;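 note: 0% = vehicle wells of infected cells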
# Active calls of the source: *; ? = inconclusive; / = not tested or not shown.
SMILES,Tat export inh,E coli growth,CAL PDZ FP-1,Wnt act,CAL PDZ FP-2,SR-BI DiI-HDL act,SR-BI HDL uptake,MITF act,phage Ecoli inh,AddAB inh
O=C(NCCc1ccccc1)c1cccc2c1C(=O)c1ccc(N3CCOCC3)cc1S2(=O)=O,-4,0.5,-0.5,1,-4,17,-17,-6,1.7,3.4
O=C(COC(=O)CNS(=O)(=O)c1cccc(F)c1)NCCc1ccccc1,-6,/,-1.8,1,-1,0,0,-1,1.9,/
CCOC(=O)CN1C(=O)S/C(=C/c2ccc(C)o2)C1=O,1,2.7,-0.6,0,/,4,-4,13,1.0,2.8
CCN(CC)C(=O)Oc1ccc2c(=O)c(-c3ccc(OC)cc3)coc2c1,-1,1.6,-3.8,20,-3,-16,16,?,0.6,3.7
Cc1ccc(-c2nc(C(=O)NCCCN3CCOCC3)cc3c2[nH]c2ccccc23)cc1,-12,-5.3,-13,-3,-20,-48,48,10,1.1,3.7
CCOc1ccccc1NC(=O)CSc1nnc(Cc2cccn2C)n1-c1ccc(F)cc1,2,-2.6,-0.3,12,-2,-37,37,2,3.6,6.2
Cn1cc(Cl)c(C(=O)Nc2nc3ccccc3s2)n1,-3,-1.6,-1.7,-9,-2,13,-13,-1,0.3,-1.5
CNC(=S)N(CCCO)Cc1cc2cc3c(cc2[nH]c1=O)OCO3,7,2.5,-0.3,-2,5,23,-23,-13,2.6,-0.6
CN(C)S(=O)(=O)c1ccc(NC(=O)COC(=O)CC2CC3CCC2C3)cc1 (centres undefined),3,4.4,0.4,-1,/,18,-18,-1,5.3,5.0
COCCNC(=O)COC(=O)CSCc1nc2ccccc2s1,1,2.5,0.3,9,-4,30,-30,-12,3.7,0.9
Cc1cc(NC(=O)c2cccc(Cl)c2)n[nH]1,8,3.1,-0.5,29,-2,0,0,66,1.6,4.3
Cc1ccc(NC2CCCN(C(=O)c3ccnc(Cl)c3)C2)cc1C (centres undefined),1,1.9,-0.2,-2,2,2,-2,-5,-0.2,2.5
CCc1ccc(C(=O)Nc2cc(C)on2)o1,-3,-1.6,-3.2,9,0,9,-9,73,2.2,3.6
Cc1cc(C)c[n+](-c2[nH]c(=O)sc2/C=N/N=C(\N)[S-])c1,7,2.5,0.1,-4,/,5,-5,3,5.9,4.7
N#CC(C#N)=c1ccc2c(c1)NC1(CCCCC1)N=2,-20,-1.1,-0.5,/,-1,-12,12,-37,0.3,0.9
CN(C1CCCCC1)S(=O)(=O)c1ccc(SCC(=O)C(C)(C)C)nc1,13,1.7,-0.5,0,1,9,-9,-1,1.4,3.0
CCOC(=O)c1c(C)[nH]c(N=Nc2cccc(OC)c2)c1C,10,-1.4,16,45*,-6,-56,56,130*,-1.2,-0.6
COc1cc(/C(C)=N\NC(=O)CSc2nc3ccccc3n2C)ccc1O,-4,-1.8,1.4,-2,-2,-4,4,11,0.9,-0.1
COc1ccccc1N1CCN(C2CCN(C(=O)c3ccc(F)cc3)CC2)CC1,-1,0.7,0.5,/,-3,12,-12,1,3.7,2.0
O=C1C2CCCN2C(=O)N1CCCN1CCN(c2cccc(Br)c2)CC1 (centres undefined),9,0.7,0.4,0,0,-40,40,-14,0.6,7.3
NS(=O)(=O)c1cccc(NC(=O)CSc2nnc(C3CC3)n2-c2ccccc2)c1,-7,-2.4,0.0,-3,-1,-2,2,4,4.1,-2.9
Cc1cc(N2CCCCC2)nc(N2CCCCC2)n1,3,2.9,-1.0,-5,-9,4,-4,-3,2.3,-2.2
Nc1ccc(S(=O)(=O)c2ccc(NC(=O)c3cccnc3)cc2)cc1,13,/,-1.8,-2,6,3,-3,7,-1.9,/
CCn1c(C)nc2cc(C(=O)N/N=C/c3ccc(O)c(O)c3O)ccc21,10,/,-0.3,-2,-3,5,-5,1,21*,/
CCOC(=O)C1=C(N)N2C(=O)C(C)SC2=C(C(=O)OCC)C1c1ccccc1 (centres undefined),-1,1.0,-4.6,-2,-4,4,-4,11,-0.5,3.9
CCN(CC)S(=O)(=O)c1cccc(-c2n[nH]c(=S)n2CC(C)C)c1,3,0.9,-2.6,0,-3,17,-17,-15,4.7,1.2
CC(C)(C)C1CCc2c(sc(NC(=O)CSc3ncn[nH]3)c2C#N)C1 (centres undefined),1,3.6,14,2,-3,-21,21,/,1.4,0.4
Cn1cnnc1SCC(=O)Nc1ccc(S(=O)(=O)N2CCOCC2)cc1,-6,0.2,-2.2,-2,/,-1,1,4,3.3,-0.4
Cc1ccccc1NC(=O)c1ccc2c(c1)CCN2S(C)(=O)=O,10,/,0.9,3,-2,5,-5,/,-3.6,/
Cc1ccc(S(=O)(=O)N2CCN(C(=O)c3ccc(N4CCCCC4)c([N+](=O)[O-])c3)CC2)cc1,7,1.2,0.1,0,-10,-41,40,-7,1.6,-0.9
COc1ccc(C(=O)OCC(=O)Nc2nc3c(F)c(F)c(F)cc3s2)cc1OC,-3,2.8,-1.4,-1,1,-16,16,11,2.2,0.5
COC(=O)C1=C(CN2CCCc3ccccc32)NC(=O)NC1c1ccc(F)cc1 (centres undefined),1,-0.1,-0.2,-24,-2,-17,17,-87,-1.1,0.9
CCOC(=O)c1c(NC(=O)COC(=O)CCCOc2ccc(OC)cc2)sc(C(=O)NC)c1C,5,0.7,-0.4,-2,/,-10,10,-6,6.0,-1.5
CC(=O)Nc1cccc(NC(=O)C(F)(F)F)c1,-4,-2.8,-1.2,4,-4,36,-36,-17,2.8,4.0
CC(=O)OCC1=C(C(=O)O)N2C(=O)C(NC(=O)C(C)Cn3nc(C)c(Cl)c3C)C2SC1 (centres undefined),4,-0.3,0.5,0,-6,17,-17,10,1.9,-1.0
O=C(Cc1csc(-c2ccccc2)n1)NCC(=O)Nc1ccc(F)c(F)c1F,3,-1.8,-0.1,0,-2,-8,8,-8,0.2,-0.4
O=C(NCc1cccc(F)c1)C1CCC(=O)N(CCc2cccc(F)c2)C1 (centres undefined),-8,1.4,-1.0,1,/,-14,14,3,2.6,3.6
COc1cc(C(C)=O)ccc1OCC(O)Cn1nc(C)c(C(C)=O)c1C (centres undefined),-5,-2.3,-0.2,0,-1,1,-1,/,0.4,0.8
COc1ccc(OCc2ccc(C(=O)N3CCOCC3)cc2)cc1,-8,0.9,-2.4,-6,-4,5,-5,7,4.4,1.3
COc1ccc(C(=O)Nc2ccc(N3CCOCC3)cc2)cc1S(=O)(=O)NC1CCCC1,0,0.8,-0.4,0,4,-76,76*,2,1.1,2.7
Cc1ccc(CSCCC(=O)NCCC2=CCCCC2)cc1,-4,-1.2,0.3,/,0,-18,18,-3,2.5,3.9
CCOC(=O)C1=CN(Cc2ccco2)S(=O)(=O)N(CC)C1c1ccccc1 (centres undefined),-13,1.2,0.7,5,2,8,-8,1,1.8,0.9
CC(/C=N/NC(=O)c1ccc(Br)cc1)=C\c1ccccc1,-2,1.5,-3.5,8,-2,-7,7,12,1.2,2.5
O=C(Nc1ccc(Cl)cc1)c1ccc(CN2CCc3ccccc3C2)cc1,2,-1.4,/,5,1,-38,38,3,2.8,5.1
COc1ccc(-n2ncc3c(NCc4cccs4)ncnc32)cc1,1,1.4,-5.8,27,-4,0,0,?,0.1,2.0
CCOc1ccc(NC(=O)C2CCN(S(=O)(=O)c3cccs3)CC2)cc1,-7,1.4,-2.1,-5,1,1,-1,14,3.5,4.1
Nc1ccc2[nH]c(=S)sc2c1,1,/,0.5,4,/,-6,6,8,-2.2,/
Cc1ccc(C(=O)NCc2ccc3c(c2)OCO3)cc1S(=O)(=O)N1CCCCC1,3,-0.2,/,/,-2,-14,14,-12,3.5,-0.7
Cn1c(=O)c2c(nc(CN3CCc4ccccc4C3)n2Cc2ccc(F)cc2)n(C)c1=O,-9,-0.1,-2.8,-2,-5,37,-37,-1,3.4,0.6
CCc1noc(C)c1C(=O)N1CCN(S(=O)(=O)c2ccc(C(C)=O)cc2)CC1,5,0.8,0.5,-1,-9,16,-16,2,0.6,-1.8
CCc1ccc(CCC(=O)Nc2ccc(C(C)=O)cc2)o1,-7,-0.3,/,2,-6,-29,29,4,0.8,2.2
Nc1nc2c([N+](=O)[O-])cccc2s1,4,2.7,1.6,1,1,10,-10,1,5.3,4.4
CCCCNC(=O)CSc1nc2ccccc2c(=O)n1CC1COc2ccccc2O1 (centres undefined),5,-0.4,-0.6,/,-1,-23,23,/,2.6,0.2
CC1(C)Cc2c(C#N)c(N3CCN(C(=O)c4ccccc4Cl)CC3)nc(-c3ccco3)c2CS1,-10,-3.8,0.1,/,-5,-26,26,-1,1.9,1.4
COC(=O)CSc1nnc(-c2cccs2)n1-c1ccc(Cl)cc1,9,1.3,-1.4,-5,0,20,-20,4,3.7,3.1
C/C(=N\NC(=O)c1ccc(C)cc1C)c1ccc2c(c1)OCO2,-10,1.5,-0.1,/,-1,20,-20,5,3.1,3.2
Cc1cc(C)nc(SCc2nnc(SCC(=O)N3CCOCC3)o2)n1,-1,1.5,0.7,/,-1,0,0,7,0.9,1.7
Cc1ccc2cc(CN(Cc3ccco3)S(=O)(=O)c3c(C)ccc4nsnc34)c(=O)[nH]c2c1,8,0.8,/,/,-1,10,-10,-7,3.5,1.9
CCOC(=O)Cn1c(=O)oc2cc(S(=O)(=O)N3CCc4ccccc43)ccc21,1,-0.4,0.2,-1,-3,-10,10,/,1.8,2.3
CC(C(N)=O)N1C(=O)C2C3C=CC(C3)C2C1=O (centres undefined),3,0.8,-2.8,-2,-3,-6,6,/,3.0,-1.0
# (more compounds)
SMILES,Tat export inh,E coli growth,CAL PDZ FP-1,Wnt act,CAL PDZ FP-2,SR-BI DiI-HDL act,SR-BI HDL uptake,MITF act,phage Ecoli inh,AddAB inh
CN(Cc1ccccc1)C1CCN(Cc2ccccc2[N+](=O)[O-])CC1,-1,0.5,-0.8,0,3,15,-15,-1,1.5,-0.2
COc1cc(CCN2C(=O)c3cccc4cccc(c34)C2=O)c(S(=O)(=O)NCCO)cc1OC,-2,1.4,-6.9,/,/,-6,6,-8,-1.5,2.1
COc1cc2c(N3CCOCC3)cc(O)c(CC(=O)Nc3ccccc3)c2cc1OC,-4,-3.1,-1.6,-2,3,-26,26,-12,3.2,-1.9
O=C(COc1ccc(Br)cc1Cl)NC1CCN(Cc2ccccc2)CC1,5,-1.3,-0.9,-2,-4,-15,15,-9,-2.8,-1.4
CC(C)c1nc2n[nH]c(N)c2c2c1CCC2,-4,-2.5,-0.4,/,1,5,-5,2,1.0,0.7

# Quoted at random: 2 entries already listed, in no set order.
SMILES,Tat export inh,E coli growth,CAL PDZ FP-1,Wnt act,CAL PDZ FP-2,SR-BI DiI-HDL act,SR-BI HDL uptake,MITF act,phage Ecoli inh,AddAB inh
CC(C)c1nc2n[nH]c(N)c2c2c1CCC2,-4,-2.5,-0.4,/,1,5,-5,2,1.0,0.7
O=C(COc1ccc(Br)cc1Cl)NC1CCN(Cc2ccccc2)CC1,5,-1.3,-0.9,-2,-4,-15,15,-9,-2.8,-1.4
